# Source: PubChem BioAssay (several laboratories)
# AI-2 QS mod: modulates the Vibrio harveyi AI-2 quorum sensing system. Vibrio harveyi JMH597 AI-2 luminescence/OD600 ratio, 9 h; active compounds read low; strain lacks LuxN and CqsS sensors; 0 = neutral-control median. activity change, % at 7.5 µM. 300,000 tested, 0.4% active; in the data active = activity change below about -75%, passing the limit was not always enough;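 also: luminescence divided by OD600 gain over 9 h not by final OD600 alone; inactives centre near 13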
# GSK3B inh: inhibitors of human GSK3beta kinase; GST-GSK3beta kinase, ADP-Glo luminescence, 60 min; active compounds read low; 300,000 tested, 0.038% active; AID 2097; P49841; activity score (negative = inhibition), % at 10 µM;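 active = more than half of replicate wells score below -50%, meaning over 50% inhibition versus plate controls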;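 also: 0% = median DMSO wells and -100% = median GW8510 positive control wells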
# Target sequence (P49841 whole entry, looked up): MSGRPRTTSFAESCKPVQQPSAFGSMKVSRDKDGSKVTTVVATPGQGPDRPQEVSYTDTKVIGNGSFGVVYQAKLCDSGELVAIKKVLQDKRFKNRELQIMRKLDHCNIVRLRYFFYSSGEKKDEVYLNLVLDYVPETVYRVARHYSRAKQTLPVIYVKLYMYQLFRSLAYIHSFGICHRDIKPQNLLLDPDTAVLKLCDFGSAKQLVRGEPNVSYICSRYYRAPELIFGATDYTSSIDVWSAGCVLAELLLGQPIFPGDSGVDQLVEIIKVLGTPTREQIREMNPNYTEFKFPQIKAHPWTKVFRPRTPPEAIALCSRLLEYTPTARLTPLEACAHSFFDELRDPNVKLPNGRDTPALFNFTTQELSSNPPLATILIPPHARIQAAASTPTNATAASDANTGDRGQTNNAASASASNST
#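 Assay system: GST-fused GSK3beta enzyme, cell-free / Medium: Tris pH 7.5 buffer with MgCl2, DTT, BSA, heparin / Also added: peptide substrate plus 25 µM ATP (final) / Compound: 10 µM single point / Timing: kinase reaction with compound 60 min at room temperature / Detection: ADP-Glo luminescence / Benchmarks: DMSO neutral wells and GW8510 at 20 µM as positive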
# HSF1 inhib: HSF1 inhibition; 300,000 tested, 0.77% active; activity change, negative = inhibition, % at 7.5 µM (by protocol); AID 2098; NIH3T3-HGL HSE-luciferase, MG132-induced, luminescence 8 h; active compounds read low;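 active = more than half of replicate wells show activity change below -50%, luminescence cut by over half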;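 also: luciferase reports HSF-1 transcriptional activity via heat shock element; 0% = median of DMSO wells and -100% = zero luminescence signal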
# HSP90 refold inh: HSP90 refolding inhibition in rabbit reticulocyte lysate | luciferase refolding luminescence, 3 h | inhibition, % at 5.6 µM | 290,000 tested, 0.91% active | AID 1789;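 active = inhibition above the screen-wide mean plus 3 SD, computed separately per campaign, cut at about 16% in these data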;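 also: 0% = DMSO wells and 100% = 60 µM geldanamycin wells; inhibitors lower the luminescence because luciferase stays unfolded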
# KLF5 inhibitor: kruppel-like factor 5 inhibition; DLD-1 KLF5 promoter-luciferase reporter, luminescence; inhibition, % at 5 µM; 290,000 tested, 0.23% active; AID 1700;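 active = inhibition above a per-plate limit of that plate's mean compound inhibition plus 3 SD, cut at about 60% in these data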;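 also: 0% = DMSO wells and 100% = LY294002 at 200 µM; higher means less KLF5 promoter-driven luciferase light; inactives centre near -14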
# HSF-1 act: increases HSF-1 driven luciferase reporter signal; NIH3T3-HGL HSF-1 luciferase reporter, MG132, 8 h; 100% = twice DMSO control signal; activation, % at 9 µM; 300,000 tested, 1.7% active;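 active = mean replicate activation of at least 50% with a set share of replicates each reaching 50%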;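 also: 0% = median of the neutral control wells and 100% = twice that signal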
# GSK3A inh: blocks human GSK-3 alpha kinase; P49840; 320,000 tested, 0.1% active; AID 2650; ADP-Glo luminescence, 60 min; inhibition, % at 10 µM;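 in the data active = inhibition above about 50%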;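 also: GST-tagged GSK-3 alpha with peptide substrate and 25 µM ATP; 0% = DMSO neutral wells and 100% = GW8510 positive control wells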
# Target sequence (P49840 whole entry, looked up): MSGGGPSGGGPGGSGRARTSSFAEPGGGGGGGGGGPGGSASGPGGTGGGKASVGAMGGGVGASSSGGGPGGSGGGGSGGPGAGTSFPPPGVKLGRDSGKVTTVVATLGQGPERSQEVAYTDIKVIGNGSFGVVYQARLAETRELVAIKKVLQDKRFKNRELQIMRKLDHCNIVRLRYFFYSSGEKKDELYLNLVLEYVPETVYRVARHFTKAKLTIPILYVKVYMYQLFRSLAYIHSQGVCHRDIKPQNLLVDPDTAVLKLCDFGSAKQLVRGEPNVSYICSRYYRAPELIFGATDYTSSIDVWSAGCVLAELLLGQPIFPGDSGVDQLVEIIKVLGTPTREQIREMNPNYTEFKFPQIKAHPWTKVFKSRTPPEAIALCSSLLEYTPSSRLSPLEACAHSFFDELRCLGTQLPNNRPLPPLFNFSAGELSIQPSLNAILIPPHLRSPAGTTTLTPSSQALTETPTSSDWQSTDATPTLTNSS
# IEC-6 cytotox: IEC-6 cytotoxicity, counter-screen for KLF5 inhibitors; luminescence viability; inhibition, % at 5 µM; 290,000 tested, 0.78% active; in the data active = inhibition above about 22%;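 also: 0% = plate median of test compound wells and 100% = cytotoxic reference compound wells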
# PolyA inhibitor: blocks polyadenylation in yeast reporter cells; S. cerevisiae SKY197-pL101 polyadenylation reporter, beta-gal luminescence; efflux-impaired pdr1/pdr3 knockout yeast; score 100 = 6 SD above DMSO; calls only at 12 µM; 300,000 tested, 0.02% active; AID 1875;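 active = lowest replicate activity score at least 50, where 100 means six control SD above control mean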;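 also: yeast exposed to compound for 9 h at 30 °C; higher score means more reporter readthrough which indicates perturbed polyadenylation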
# aSyn UTR inh: 5' untranslated region of α-synuclein, MLPCN primary screen | 300,000 tested, 0.82% active | alpha-synuclein 5'UTR reporter, inhibitor activity | AID 1813 | inhibition, % (tested at 7.5 µM); in the data active = inhibition above about 60%;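 also: H4 neuroglioblastoma cells stably carrying SNCA 5'UTR luciferase fusion; 0% = DMSO wells and 100% = positive control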
# Numbers without * were called inactive; i = inactive; x = no result given. This is a subset. The share of hits here may be higher or lower than overall.
cpd	compound	AI-2 QS mod	GSK3B inh	HSF1 inhib	HSP90 refold inh	KLF5 inhibitor	HSF-1 act	GSK3A inh	IEC-6 cytotox	PolyA inhibitor	aSyn UTR inh
1	Cc1ccc(NC(=O)CN(C)C(=O)COC(=O)CNS(=O)(=O)c2ccc(Br)cc2Cl)cc1	13	1	4	-1	-37	6	-2	-4	i	7
2	CC1(C)N=C(SCC(=O)Nc2ccc(Cl)cc2)C(c2ccc(Cl)cc2)=N1	1	-4	16	2	-18	14	2	-1	i	-1
3	CC(C)(C)CC(=O)NCCCCCCNC(=O)CC(C)(C)C	42	-2	-7	-3	-27	-4	-1	2	i	14
4	O=C1CNc2ccc(C(=O)N3CCN(c4ccccn4)CC3)cc2N1	43	2	-1	-6	-11	-5	1	-6	i	9
5	CC(C)OC(=O)CSc1nnc(-c2ccccn2)n1-c1ccccc1	21	-1	-7	3	-11	-8	6	3	i	8
6	COc1ccc(-c2cn3cccnc3n2)cc1NC(=O)C(C)Oc1ccccc1 (stereo unspecified)	16	4	-3	0	4	2	0	-4	i	17
7	COCOc1ccc(C2CC(=O)c3c(OCOC)cc(OCOC)cc3O2)cc1 (stereo unspecified)	17	0	-2	x	x	5	-3	x	i	10
8	CC1=NN(c2ccccc2C(=O)O)C(=O)C1N=Nc1ccccc1 (stereo unspecified)	81	6	-34	6	-31	-42	-5	9	i	-15
9	O=C(N1CCCCC1)N1CCN(S(=O)(=O)c2ccccc2)CC1	13	-23	-71*	-3	-25	-77	1	-6	i	7
10	O=C(c1ccccc1)N1CCN(C2c3cccc4cccc(c34)C2NS(=O)(=O)c2ccccc2)CC1 (stereo unspecified)	7	-4	9	2	-23	8	5	0	i	15
11	CCOc1ccc(NC(=O)CCC(=O)Nc2cc(OC)c(NC(=O)c3ccco3)cc2OC)cc1	9	2	2	-4	-31	-3	-2	6	i	7
12	C=CCSC1=N/C(=C\c2cccnc2)C(=O)N1c1ccc(OC)cc1	9	-2	-4	2	6	-9	-1	5	i	13
13	COC(=O)CCC(=O)c1oc2ccc(Br)cc2c1N	23	1	16	0	-92	4	-3	1	i	-83
14	CN(C)CCCN(C(=O)c1ccc2c(c1)CCCC2)c1nc2cc3c(cc2s1)OCO3	1	0	-15	0	-21	-9	-1	0	i	28
15	Cc1ccc(C2CC(=O)C=C(O)C2)cc1 (stereo unspecified)	12	0	5	4	-28	9	-3	3	i	2
16	COCCn1c(SCC(=O)Nc2cccc(C)c2)nnc1C(C)C	6	3	0	-5	-31	-7	-2	-3	i	10
17	CSCCCNC(=O)c1ccc(OC2CCN(C(=O)c3cccnc3)CC2)cc1	11	-3	0	-2	10	-22	1	1	i	-16
18	Cc1ccc2nsnc2c1S(=O)(=O)N1CCN(C)CC1	14	2	0	0	-15	4	-1	0	i	16
19	O=C(CCNS(=O)(=O)c1cccc2nonc12)NC1CCCc2ccccc21 (stereo unspecified)	x	x	x	1	-14	x	-1	0	x	x
20	COc1ccc(OC)c(NC(=O)C2C3C=CC(C3)C2C(=O)NCc2cccnc2)c1 (stereo unspecified)	17	-3	-1	-1	-3	-3	-1	2	i	-13
21	O=C(Nc1ccc2c(c1)CCC2)c1ccc(Cl)nc1	0	-4	16	-4	-46	26	-3	8	i	-156
22	Cc1cc(S(=O)(=O)N2CCOCC2)ccc1OCC(=O)NCc1ccco1	33	3	-5	1	-11	-1	-2	2	i	-10
23	CCC(=NCCc1c(C)[nH]c2ccccc12)C1=C(O)CC(c2ccccc2)CC1=O (stereo unspecified)	18	2	-2	2	-14	-3	1	-3	i	55
24	CCC(C)(C)C1CCC(=NNC(=S)Nc2ccccc2)CC1 (stereo unspecified)	4	-3	-21	5	3	-29	-2	2	i	-124
25	Cc1oc2cc(Br)c(O)c(Br)c2c1C(=O)c1ccccc1	17	-2	-6	-3	-17	9	-3	-1	i	-9
26	CN(CC1COCCO1)C(=O)c1cc(COc2c(F)cccc2F)on1 (stereo unspecified)	-40	1	5	0	-33	11	0	4	i	-39
27	COc1ccc(OC(=O)Nc2ccccc2)cc1	-20	-3	22	-4	-108	33	3	5	i	-92
28	CCN(CC(=O)Nc1cc(Cl)ccc1C)C(=O)Cn1c(=O)cnc2ccccc21	2	-2	-7	x	x	-24	-1	x	i	2
29	O=C(O)CCN1CC2([N+](=O)[O-])C=CC(=O)C([N+](=O)[O-])(C1)C2CC(=O)c1ccccc1 (stereo unspecified)	21	4	-3	-4	8	1	-2	-1	i	-2
30	CCOC(=O)c1cnc(SC2CCc3ccccc3C2=O)nc1N (stereo unspecified)	32	0	-16	16*	-27	-19	-2	-1	i	-16
31	COc1c2ccc(C(=O)NCc3cc(C(F)(F)F)cc(C(F)(F)F)c3)cc2nn1C	11	4	-3	-3	-23	-10	-2	5	i	17
32	N#CCCCSC1=C(C#N)C(c2ccccc2Cl)CC(=O)N1 (stereo unspecified)	17	1	3	2	-7	24	1	4	i	10
33	O=S1(=O)CCN(Cc2cccc(Cl)c2)CC1	0	1	1	3	-7	7	x	-10	i	8
34	O=C(CCSCCC(=O)Nc1c(F)c(F)c(F)c(F)c1F)Nc1c(F)c(F)c(F)c(F)c1F	24	3	-2	1	-10	13	0	-2	i	10
35	O=C(C1=C[C@@H](c2coc3ccccc3c2=O)C[C@@H](OCCCCO)O1)N1CCOCC1	15	0	4	4	17	-11	-2	7	i	16
36	Cn1c(=O)cc(OCCCC(=O)N2CCN(c3ccccc3)CC2)c2ccccc21	21	0	0	0	2	21	-1	2	i	2
37	O=C(CNC(=O)c1ccc(Br)cc1)NCC(=O)OCc1ccc(Cl)cc1	31	-2	-3	1	-9	6	-1	-2	i	0
38	CN(C(=O)COC(=O)c1ccc2c(c1)OCO2)c1c(N)n(Cc2ccccc2)c(=O)[nH]c1=O	20	-4	-5	x	x	4	-1	x	i	14
39	COc1ccc2c(c1)O/C(=C\c1sccc1C)C2=O	-3	-1	10	-2	2	27	2	0	i	-198
40	NCCCC[C@H](N)c1nnc([C@H](CCC(=O)O)NC(=O)C2CCNCC2)o1	36	-3	-4	8	-11	-11	-4	-1	i	4
41	COc1ccc(CC(=O)OCC(=O)NC(=O)NC2CCCCC2)cc1	-53	-3	-4	3	4	2	1	0	i	-3
42	Cc1ccccc1NC(=O)c1ccc(C)c(S(=O)(=O)NCc2cccnc2)c1	1	1	8	5	-19	15	3	0	i	9
43	O=C(NC(=S)Nc1cccnc1Cl)c1ccco1	-6	-10	9	-2	-67	12	0	4	i	-62
44	CCn1cc(Br)c(C(=O)Nc2cccc(Cl)c2)n1	1	-6	4	-1	-17	0	0	1	i	-93
45	CCN(CCNC(=O)CS(=O)(=O)Cc1nc(-c2cccc(OC)c2)oc1C)c1ccccc1	5	2	54	1	-11	78*	6	3	i	12
46	O=C(CNS(=O)(=O)c1ccccc1)N1CCN(Cc2ccccc2)CC1	7	-2	16	-3	-8	36	-1	-5	i	-33
47	CCCCN1CC[C@H]2C=CC[C@@H](C(=O)Nc3nccs3)[C@H]2C1=O	-1	-3	-2	x	x	12	0	x	i	29
48	Cn1c(SCC(=O)Nc2cccc(F)c2)nnc1-c1cccnc1	13	3	-1	-5	-11	16	4	5	i	-25
49	COc1ccc(C[C@H]2CN3C(=NC[C@@H]3Cc3ccc(O)cc3)N2C[C@H](C)NC(=O)c2ccc(C)c(Br)c2)cc1	34	-1	6	x	x	-11	6	x	i	-2
50	N#CCc1c(C#N)c(N)nc(N2CCOCC2)c1C#N	4	0	19	x	x	20	5	x	i	11

# HSP90 refold inh: entries above that show a hit
no.	molecule	AI-2 QS mod	GSK3B inh	HSF1 inhib	HSP90 refold inh	KLF5 inhibitor	HSF-1 act	GSK3A inh	PolyA inhibitor	aSyn UTR inh
30	CCOC(=O)c1cnc(SC2CCc3ccccc3C2=O)nc1N (stereo unspecified)	32	0	-16	16*	-27	-19	-2	i	-16

# (further entries)
cpd	compound	AI-2 QS mod	GSK3B inh	HSF1 inhib	HSP90 refold inh	KLF5 inhibitor	HSF-1 act	GSK3A inh	IEC-6 cytotox	PolyA inhibitor	aSyn UTR inh
51	N/C(=N/OC(=O)c1ccc(Cl)cc1)c1ncc([N+](=O)[O-])s1	24	-3	4	4	-30	23	1	0	i	-78
52	O=C(Nc1ccc2c(c1)C(=O)N(C1CCCCC1)C2=O)C1CCCO1 (stereo unspecified)	33	1	6	3	-35	11	3	1	i	-10
53	CC(C)Cc1cc(C(=O)N2N=C(C(F)F)CC2(O)C(F)F)c2ccccc2n1 (stereo unspecified)	11	2	-4	1	-10	2	-2	5	i	11
54	Cn1c(=O)c(-c2cc(Br)ccc2N)nc2ccccc21	23	0	-14	5	-13	-9	-1	9	i	-64
55	COC(=O)C1CCN(c2ccc(C(N)=O)cc2[N+](=O)[O-])CC1	12	-19	-9	2	-59	-1	0	-4	i	10
56	C=CCN1C(=O)c2ccc(C(=O)N(C)CC(=O)Nc3ccccc3Br)cc2C1=O	12	-3	-3	-1	-30	-5	1	-2	i	4
57	O=C(Nc1ncccn1)c1cccc(Cl)c1	0	3	4	x	x	33	2	x	i	-7
58	CCOC(=O)C(=CNc1cccc(C)c1C)C(=O)OCC	14	0	-5	1	-3	10	-2	1	i	10
59	O=C(Nc1ccc(NC(=O)C2CC2)cn1)c1ccccc1	23	1	6	17*	-74	37	19	-2	i	8
60	COc1ccc(C(=O)COC(=O)C(CCSC)NS(=O)(=O)c2ccc(Cl)cc2)cc1 (stereo unspecified)	14	2	1	-2	-32	16	-1	8	i	-5
61	CC(C)(C)OC(=O)N1CCOCCOCCN(C(=O)OC(C)(C)C)CCOCCOCC1	-6	3	-5	0	-21	7	-4	-1	i	0
62	COc1ccc(S(=O)(=O)Nc2ccccc2C(=O)NC(C)C)cc1OC	14	3	-2	5	-21	10	-2	-3	i	5
63	CCOc1ccccc1C(=O)N1CCCCC1C (stereo unspecified)	11	-3	1	0	-6	5	-1	8	i	0
64	COc1ccc(C2C=C(C)Nc3nc(SC)nn32)cc1 (stereo unspecified)	5	0	6	3	-32	35	1	1	i	9
65	CCc1c(C)c(C#N)c2nc3ccccc3n2c1Nc1c(C)n(C)n(-c2ccccc2)c1=O	10	-1	5	3	-24	8	-1	8	i	16
66	O=C(c1ccc([N+](=O)[O-])cc1)N(C1=NCCCCS1)c1ccccc1	9	1	8	-1	-11	7	-1	-2	i	-10
67	CCc1cc2c(SCC(=O)C(C#N)=C3N(C)c4ccccc4N3C)ncnc2s1	20	3	x	-4	-2	x	0	2	i	x
68	Cc1nn(-c2ccc([N+](=O)[O-])cc2)c(N)c1-c1ccccc1	-9	-1	21	0	-153	43	-2	6	i	-143
69	O=C(Nc1ccc(S(=O)(=O)N2CCCCC2)cc1)C1CC(=O)N(c2ccccc2)C1 (stereo unspecified)	19	-2	-6	0	-10	-3	-1	-6	i	2
70	Cc1ccc(NC(=O)CCC(=O)OCC(=O)c2ccc(Oc3ccc([N+](=O)[O-])cc3)cc2)c(C)c1	4	-1	14	3	7	22	0	1	i	1
